Compound activity as filed in PubChem.
FBPA Giardia inh – blocks Giardia fructose-bisphosphate aldolase activity. A8B2U2. Potency, µM (series often up to 59.6 µM), for inactives: at the highest dose activity, negative = inhibition, usual class: inhibitors. actives 0.71% (n = 290,000). purified Giardia FBPA; active means well fitted inhibition curve with a large enough effect; inconclusive means small, poorly fitted or top-dose-only effect, or effect the other way; further: nearly all actives have a fitted effect of over 55% in size
Target sequence (A8B2U2 whole entry, looked up): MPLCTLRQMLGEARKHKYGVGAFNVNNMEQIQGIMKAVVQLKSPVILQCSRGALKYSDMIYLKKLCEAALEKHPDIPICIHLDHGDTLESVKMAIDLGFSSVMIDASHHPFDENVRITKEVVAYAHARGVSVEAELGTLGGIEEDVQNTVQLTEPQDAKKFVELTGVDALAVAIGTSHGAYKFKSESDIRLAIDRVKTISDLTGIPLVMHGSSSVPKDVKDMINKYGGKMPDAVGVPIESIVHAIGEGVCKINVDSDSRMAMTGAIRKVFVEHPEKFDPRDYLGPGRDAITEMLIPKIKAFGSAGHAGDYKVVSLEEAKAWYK
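40 nM FBPA preincubated 10 min at RT with compound (up to 57.5 uM final), then substrate plus GAPDH/TPI/NAD/arsenate coupling and diaphorase/resazurin added. Fluorescence read after 20 min at RT, 525/598 nm.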
* hit, by the source's call; ? = inconclusive; & = joins results of further samples; [ ] = dose if it differs, or a comment. On the % scale 0 is the no-effect control and ±100 the full control effect; potency means the concentration at half of the fitted maximal effect. The list is partial; the hit share may differ from the screen's.

SMILES	FBPA Giardia inh
O=C(c1ccncc1)N1CCC2(CC1)CCN(c1ccncc1)CC2	1%
COc1ccc2[nH]cc(CCNc3cc(-c4ccccc4OC)ncn3)c2c1	-12%
COCCNc1nc(-c2ccc(C(=O)N(C)C)cc2)nc2ccccc12	-9%
CC(=O)OC1CC2C(C)(C)C(O)CC(O)[C@@]2(C)C2CC[C@@]3(C)C(=CC(=O)OC3c3ccoc3)[C@]12C (stereo partly drawn)	-7%
COc1ccc(C(=O)N2CCC3(CCCN(c4ccccn4)C3)CC2)cc1	1%
COC[C@@H](O)[C@@H](OC)[C@H](OC)[C@H](Cc1c(OC)cc(OC)cc1OC)OC	1%
CN(Cc1ccco1)c1nc(-c2ccc3c(c2)OCO3)nc2ccccc12	-5%
COc1cccc(Cn2c(=O)c(-c3ccc(Cl)cc3)nc3cnc(N(C)C)nc32)c1	4%
C[C@@H](C(=O)NCc1nc2ccccc2[nH]1)[C@@H]1C[C@@]1(C)[C@@H](NC(=O)OCc1ccccc1)c1ccccc1	4%
C=CC(=O)c1ccc2ccccc2c1	-18%
Cc1cc2nc3c(=O)[nH]c(=O)nc-3n(CC(O)C(O)C(O)COP(=O)(O)O)c2cc1C (stereo not drawn)	?
O=C1C[C@H](c2ccccc2)[C@@H](c2ccc(Br)cc2)O1	0%[12.9 µM]
COC(=O)c1ccc(C(NC(=O)OCc2ccccc2)/C(C)=C/[C@@H](C)C(=O)N2CCN(C)CC2)cc1 (stereo partly drawn)	-1%
COC(=O)c1ccccc1S(=O)(=O)N1CCc2nc(COc3ccccc3)c3c(c2C1)CO[C@@H](C)C3	6%[12.9 µM]
COc1ccc(NC(=O)N2CC3(CCN(S(=O)(=O)c4ccccc4)CC3)C2)cc1	-6%
COc1ccc(SCC(CC(C)C)N2CCN(CCc3ccccc3)CCC2=O)cc1 (stereo not drawn)	0%
CN[C@@H](C)[C@H](O)c1ccccc1	?
COc1cccc(-c2nccc(NCc3ccc(OC)cc3OC)n2)c1	-8%
O=C(NC1CCCC1)O[C@@H]1C(=O)c2cc(Br)ccc2O[C@H]1c1ccc2c(c1)OCO2	2%
C=C(C(=O)OCC)C(=O)c1ccccc1	0%
COc1ncc2ncc(=O)n(C3CC3)c2n1	-1%
CCNc1ncc2nc(-c3cn(C)c4ccccc34)c(=O)n(-c3ccc(OC)cc3)c2n1	-3%
CC(C)[C@H](/C=C/C[Si](C)(C)C)[C@H](C)C(O)/C=C/CCCOC(=O)C(C)(C)C (stereo partly drawn)	7%
O=C1CCCC=C1[C@H](O)c1ccc([N+](=O)[O-])cc1	-1%[12.9 µM]
N#Cc1cccc(CS(=O)(=O)c2ccccc2)c1	-1%
CN1CCN(c2cc(-c3ccc(N(C)C)cc3)ncn2)CC1	-8%
C#CCOC(=O)NC(/C=C/CCCC)c1ccccc1 (stereo not drawn)	3%
Oc1ccc(OCc2ccccc2)cc1	-2%[21.7 µM]
O=c1c(O)c(-c2ccc(O)c(O)c2)oc2c(O)c(O)cc(O)c12	7.1µM*
COc1ccc(-c2nnc3n2N=C(c2c(OC)cccc2OC)CS3)cc1OC	2%
CO[C@@H](C)[C@](O)(C(=O)OCC1=CCN2CC[C@@H](O)[C@H]12)C(C)C	0%[21.7 µM]
CC(=O)OC[C@@H]1O[C@@H](O/N=C2/C[C@@H](O)[C@@H](O)[C@@H]3[C@@H]4C(=O)N(C5CCCCC5)C(=O)[C@H]4CC[C@H]23)[C@H](OC(C)=O)[C@H](OC(C)=O)[C@@H]1OC(C)=O	-1%[12.9 µM]
Cc1nc(NCCO)c2nc(-c3ccccc3)n(CC3CCN(C)CC3)c2n1	3%
C[C@@H](C1CC[C@@]2(O)C3=CC(=O)[C@@H]4C[C@@H](O)[C@@H](O)C[C@]4(C)[C@H]3CC[C@]12C)[C@H](O)CCC(C)(C)O (stereo partly drawn)	0%
C/C=C1/NN(CCCN2CCN(c3cccc(Cl)c3)CC2)C(=O)N1CCOc1ccccc1	-9%
C(=C/c1ccccc1)/CN1CCN(CCOC(c2ccccc2)c2ccccc2)CC1	-4%
NCCC[C@@H](CC(=O)N[C@@H]1CCCC[C@H]1C(=O)N[C@H](CC(=O)N[C@@H](CCC(=O)O)CC(=O)O)Cc1c[nH]c2ccccc12)NC(=O)C[C@H](CO)NC(=O)[C@@H]1CCCC[C@H]1N	-21%
O=[N+]([O-])c1ccc(-c2[se]c3ccccc3c2I)cc1	0%
COC(=O)[C@@]1(Cc2ccc(F)cc2)[C@H]2c3cc(C(=O)N(C)C)n(Cc4ccc(C(F)(F)F)nc4)c3C[C@H]2CN1C(=O)c1ccccc1	-5%
CCCn1c(-c2ccc(F)cc2)nc2c(N3CCN(CCn4ccnc4)CC3)nc(C)nc21	-1%
O=C(O)c1ccc2c3c1cccc3c(=O)n1c3ccccc3nc21	7%&12%
CCNc1ncc2nc(-c3cn(C)c4ccccc34)c(=O)n(Cc3cccs3)c2n1	-15%
COC(=O)C1=C(C)N(Cc2ccccc2)C(=NCc2ccco2)N[C@H]1c1ccc(Br)cc1	?
COC(=O)N1[C@H]2CC[C@@]3(C)C=C(C)O[C@]1(C)C3c1ccccc12	-1%
C=CCN1C=C2C(=O)C(C)(OC(=O)c3ccco3)C(=O)C(C=C)=C2C=C1C1CC1 (stereo not drawn)	?
C[C@H](N)C(=O)N[C@@H](CO)C(=O)N[C@H](C(=O)N[C@H](C(=O)N[C@H](C(=O)N[C@@H](CC(N)=O)C(=O)N[C@@H](Cc1ccc(O)cc1)C(=O)N[C@H](C(=O)O)[C@@H](C)O)[C@@H](C)O)[C@@H](C)O)[C@@H](C)O	0%
c1ccc(C(c2ccccc2)N2CC3(CCNCC3)C2)cc1	7%
CC1(OC(=O)c2ccc(Cl)nc2)C(=O)Cc2cc(-c3ccsc3)ncc2C1=O (stereo not drawn)	0%[12.9 µM]
O=c1c(-c2ccc(Cl)cc2)nc2cncnc2n1Cc1ccccc1Cl	-2%
CO[C@@H]1COC(=O)[C@@H](CCSC)NC(=O)C/C=C\[C@@H](C)COC(=O)CCC[C@H]1C	1%[12.9 µM]
COc1ccccc1-c1nccc(NC2CCNCC2)n1	4%
CCCN1CCC(=O)N(C(CSc2ccc(OC)cc2)c2ccccc2)CC1 (stereo not drawn)	-2%
O=C1CC(c2ccccc2O)Oc2ccc(O)cc21 (stereo not drawn)	-4%
O=C1N[C@@H]2[C@H](CCCCC(=O)Oc3ccc([N+](=O)[O-])cc3)SC[C@H]2N1	-4%
CN(C)c1ccc(-c2nc(Nc3ccncc3)c3ccccc3n2)cc1	-13%
CCNc1ncc2nc(CCc3ccccc3)c(=O)n(C)c2n1	-5%
CNC(=S)NCCCCc1cnc[nH]1	11µM*
COc1cccc(-c2nccc(NCc3cccc(C)c3)n2)c1	-7%
O=c1c(-c2ccc(F)cc2)nc2cnc(N3CCOCC3)nc2n1C[C@H]1CCCO1	0%
CS(=O)(=O)N1CCC[C@@]2(CCN(Cc3nccs3)C2)C1	1%
Next section.
SMILES	FBPA Giardia inh
CS(=O)(=O)Nc1cccc(-c2ccc3ncnc(N4CCNCC4)c3c2)c1	2%
COc1cc(C2c3cc4c(cc3C(O)[C@H]3COC(=O)C23)OCO4)cc(OC)c1OC (stereo partly drawn)	0%&8%
COC(=O)C1=C[C@@H](C(=O)OC)C2C3=C(C(=O)[C@@]2(CC(C)C)NC(=O)c2ccccc2)[C@H](C)n2c(=O)n(C)c(=O)n2[C@@H]3C1 (stereo partly drawn)	0%
O=C(c1ccco1)N1CCC2(CCCN(Cc3ccccc3)C2)CC1	-2%
Cc1cn([C@H]2C[C@@H](N=[N+]=[N-])[C@@H](CO)O2)c(=O)[nH]c1=O	0%
Cc1cnc(CNc2nc(-c3ccc(N(C)C)cc3)nc3ccccc23)cn1	-12%
C=CCC(C)(Nc1ccccc1)C(=O)OCC (stereo not drawn)	4%
CS(=O)(=O)N1CCC2(CCN(C(=O)Nc3cccc(C#N)c3)CC2)CC1	1%
Nc1nc(NCCc2ccc(O)cc2)nc2nc(-c3ccco3)nn12	4%
C[C@H]1CC[C@@H]2N(C1)C[C@H]1[C@@H]3C[C@H]4[C@@H](C/C(=N\O)[C@H]5C[C@@H](O)CC[C@@]54C)[C@@H]3CC[C@H]1[C@]2(C)O	7%
O=c1cnc2cncnc2n1Cc1ccc(F)cc1	3%
CCC[C@@H]1C[C@@]1(CCC)[C@@H](NC(=O)Oc1ccccc1)c1ccc(C(=O)OC)cc1	-3%
COCCn1c(=O)c(-c2ccc(F)cc2)nc2cnc(N3CCOCC3)nc21	6%
C=C[C@]1(C)CC(=O)[C@@]2(O)[C@@]3(C)C(O)CCC(C)(C)C3C(O)C(OC(C)=O)[C@@]2(C)O1 (stereo partly drawn)	-3%
C[C@@]1(O)C(O)[C@@H](CO)O[C@H]1n1cnc2c(NC3CCCC3)nc(Cl)nc21 (stereo partly drawn)	-1%
CC1CC=CC2C1C(=O)N(Cc1ccccc1)C2c1ccc(-c2ccc(F)cc2)cc1F (stereo not drawn)	-3%
Cc1noc(C)c1-c1ccc2ncnc(NCc3cccnc3)c2c1	8%
COc1ccc(NC(=O)N2CCCC3(CCN(C(=O)c4cnccn4)CC3)C2)cc1	-9%
C[C@H]1[C@H](C)CC[C@]2(C=O)CC[C@]3(C)C(=CC[C@@H]4[C@@]5(C)C[C@@H](O)[C@H](O)[C@@](C)(CO)[C@@H]5CC[C@]43C)[C@H]12	4%
CO[C@H]1COC(=O)C/C=C\[C@H](C)[C@H](OC)COC(=O)[C@@H](C)COC(=O)C/C=C\[C@@H]1C	-6%&1%[12.9 µM]
COc1ccc(OC)c2c(=S)c3ccccc3[nH]c12	?
CC1CC2(C)Oc3ccccc3C3OCC1(COC(=O)Nc1ccccc1)C(C)C32 (stereo not drawn)	-6%
O=C(OC[C@@H]1O[C@@](O)(COC(=O)c2cccnc2)[C@H](OC(=O)c2cccnc2)[C@H]1OC(=O)c1cccnc1)c1cccnc1	5%
CC(=O)NCCNc1ncnc2ccc(-c3ccccc3Cl)cc12	-3%
C[C@@H]1c2ccccc2CN1CC1=NCCN1	-29%
COc1ccc(-c2oc3cc(OC)ccc3c2C(=O)c2ccc(C#N)cc2)cc1	-5%
COc1cccc(C2=Nn3c(nnc3-c3ccc(OC)c(OC)c3)SC2)c1	1%
O=C1C[C@@H](c2ccc(O)c(O)c2)Oc2c1ccc(O[C@@H]1O[C@H](CO)[C@@H](O)[C@H](O)[C@H]1O)c2O	-6%
CCC[C@@H]1O[C@@H]2C[C@@H]3[C@H]4CCC5=CC(=O)C=C[C@@]5(C)[C@H]4[C@H](O)C[C@@]3(C)[C@@]2(C(=O)CO)O1	1%[21.7 µM]
CC1(C)OC(C(O)(c2cccc3c2oc2ccccc23)c2cccc3c2oc2ccccc23)C(C(O)(c2cccc3c2oc2ccccc23)c2cccc3c2oc2ccccc23)O1 (stereo not drawn)	-1%[12.9 µM]
COC(=O)[C@@]1(Cc2ccc(OC)cc2)[C@H]2c3cc(C(=O)N(C)C)n(CCc4ccc(O)c(OC)c4)c3C[C@H]2CN1C(=O)c1ccccc1	0%
COC(=O)N1CCC2(CC1)CCN(c1ccncc1)CC2	0%
CC(C)C[C@@H](NC(=O)[C@@H](O)[C@H](N)Cc1ccccc1)C(=O)O	-2%
COc1cccc(Cn2c(=O)c(-c3cn(C)c4ccccc34)nc3cnc(OC)nc32)c1	5%
C=CCOC(=O)C(C(C)=O)C(NC(=O)OC)c1ccc(Cl)cc1 (stereo not drawn)	0%[12.9 µM]
CCCCC[C@H](O)/C=C/[C@H]1C(=O)C=C[C@@H]1C/C=C\CCCC(=O)O	3%
Cc1ccc(SCC(c2ccccc2)N2CCN(CCc3ccccc3)CCC2=O)cc1 (stereo not drawn)	4%
C=C1CCC2C(CC2(C)C)C(=C)CC/C1=N/O (stereo not drawn)	1%
CC1=CC2C(C)(C)CC(=O)C[C@]2(C)CC1COc1ccc2c(c1)CC(=O)C=C2 (stereo partly drawn)	-5%
COC(=O)[C@@]1(Cc2ccccc2)[C@H]2c3cc(C(=O)N4CCCC4)n(Cc4cc(F)cc5c4OCOC5)c3C[C@H]2CN1C(=O)c1ccccc1	-7%

In another format: entries from further up.
| structure | FBPA Giardia inh |
| --- | --- |
| COc1ccc(OC)c2c(=S)c3ccccc3[nH]c12 | ? |
| CC1CC2(C)Oc3ccccc3C3OCC1(COC(=O)Nc1ccccc1)C(C)C32 (stereo not drawn) | -6% |
| O=C(OC[C@@H]1O[C@@](O)(COC(=O)c2cccnc2)[C@H](OC(=O)c2cccnc2)[C@H]1OC(=O)c1cccnc1)c1cccnc1 | 5% |
| CC(=O)NCCNc1ncnc2ccc(-c3ccccc3Cl)cc12 | -3% |

Part of the list above, in CSV form.
mol,FBPA Giardia inh
O=C1CCCC=C1[C@H](O)c1ccc([N+](=O)[O-])cc1,-1%[12.9 µM]
N#Cc1cccc(CS(=O)(=O)c2ccccc2)c1,-1%
CN1CCN(c2cc(-c3ccc(N(C)C)cc3)ncn2)CC1,-8%
C#CCOC(=O)NC(/C=C/CCCC)c1ccccc1 (stereo not drawn),3%
Oc1ccc(OCc2ccccc2)cc1,-2%[21.7 µM]

Other compounds.
SMILES	FBPA Giardia inh
CC1CCC2C(=O)N3C(CCC(C)[C@@H]3c3cccc(N4CCOCC4)c3)C(=O)N2C1c1cccc(N2CCOCC2)c1 (stereo partly drawn)	1%[12.9 µM]
COc1ccccc1CNc1ncncc1-c1ccccc1OC	14%
CC/C=C\C/C=C\C/C=C\CCCCCCCCCCCC(=O)O	6%
Nc1ccn([C@@H]2CC[C@H](CO)O2)c(=O)n1	6%[21.7 µM]
CC1(OC(=O)C2CCCC2)C(=O)C=C2C=C(c3ccsc3)N(c3cccc(C#N)c3)C=C2C1=O (stereo not drawn)	-9%[12.9 µM]
CC(C)CN1CCC2(CC1)CCN(C(=O)c1ccco1)CC2	7%
Ic1cncc(OC[C@@H]2CCN2)c1	-26%
CCCCN1CCC(CCC(=O)c2cc(Cl)c(N)cc2OC)CC1	3%
